FBW7 activator: FBW7 E3 ligase activators, primary screen, biochemical, AlphaScreen, human; normalized activity (activation), % at 26.1 µM; AID 1259310, 2017; AlphaScreen FBW7–phospho-cyclin E peptide binding, activator screen; 0.13% of 650,000 active; F-box/WD repeat-containing protein 7 (Homo sapiens), Q969H0; in the data active = normalized activity above about 1.9%;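 also: purified mutant Fbw7 with reduced substrate affinity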
TEAD-YAP inh: TEAD-YAP interaction inhibition, primary screen, TEAD-YAP interaction inhibitor project, luminescence, HEK-TIYL cells; AID 1259422, 2018; inhibition, % at 9.12 µM; 1.4% of 640,000 active; TEAD-Gal4/YAP UAS-luciferase luminescence; in the data active = inhibition above about 32%;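 also: 0% = median of test compound wells and 100% = reference inhibitor wells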
GPR151 activ: activators of human GPR151, primary screen, cell-based, PathHunter beta-arrestin, luminescence | activation, % at 11.2 µM | 1% of 650,000 active | PathHunter beta-arrestin GPR151 cells; in the data active = activation above about 4.9%;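 also: 0% = median of compound wells and 100% = cells with positive control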
Target sequence (Q8TDV0 whole entry, looked up): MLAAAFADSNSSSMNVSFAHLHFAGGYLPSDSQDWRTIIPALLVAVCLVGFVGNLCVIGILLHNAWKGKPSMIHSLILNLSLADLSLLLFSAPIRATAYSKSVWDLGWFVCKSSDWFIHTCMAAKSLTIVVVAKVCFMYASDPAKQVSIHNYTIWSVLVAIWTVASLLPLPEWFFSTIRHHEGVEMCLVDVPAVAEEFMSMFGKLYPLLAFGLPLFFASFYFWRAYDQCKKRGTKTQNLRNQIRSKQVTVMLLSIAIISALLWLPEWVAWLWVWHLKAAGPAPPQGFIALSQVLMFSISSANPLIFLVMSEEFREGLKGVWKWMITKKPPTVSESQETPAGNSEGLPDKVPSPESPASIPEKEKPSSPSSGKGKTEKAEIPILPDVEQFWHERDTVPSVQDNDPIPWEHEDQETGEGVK
MITF inh: MITF inhibitors, primary screen, biochemical, AlphaScreen, human; AlphaScreen MITF homodimerization, bead proximity signal; 0.91% of 650,000 active; inhibition, % at 2.6 µM; in the data active = inhibition above about 50%;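 also: 0% = vehicle wells with protein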
Target sequence (O75030 whole entry, looked up): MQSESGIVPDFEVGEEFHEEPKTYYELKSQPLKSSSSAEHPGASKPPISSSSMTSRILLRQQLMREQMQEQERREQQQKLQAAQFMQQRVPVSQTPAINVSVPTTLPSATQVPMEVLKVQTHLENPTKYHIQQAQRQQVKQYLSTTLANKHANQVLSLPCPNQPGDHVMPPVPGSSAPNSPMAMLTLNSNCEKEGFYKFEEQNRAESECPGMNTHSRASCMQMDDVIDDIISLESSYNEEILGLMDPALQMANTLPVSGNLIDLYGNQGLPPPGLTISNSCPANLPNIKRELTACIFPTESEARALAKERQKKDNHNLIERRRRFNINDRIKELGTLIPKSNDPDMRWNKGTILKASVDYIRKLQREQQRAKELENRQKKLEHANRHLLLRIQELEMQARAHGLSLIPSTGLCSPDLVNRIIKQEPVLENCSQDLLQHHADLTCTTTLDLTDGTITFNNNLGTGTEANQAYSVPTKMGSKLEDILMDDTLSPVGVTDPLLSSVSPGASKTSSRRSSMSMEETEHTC
The depositor's hits bear a star; nt = not tested or not shown.

Short forms – A = FBW7 activator; B = TEAD-YAP inh; C = GPR151 activ; D = MITF inh
1	Cc1ccc(NC(=O)C2C(=O)CN(c3ccccc3)C2=O)c(C)c1 (stereo not given)
  A: 0.0; B: -26; C: 0.5; D: 3
2	O=C(CNC(=O)C1CCCCC1)OCC(=O)c1ccc(Br)cc1
  A: 0.2; B: 13; C: 0.1; D: -33
3	Cc1cc(NCc2nc3ccccc3[nH]2)nc(Nc2ncccn2)n1
  A: -0.1; B: -8; C: 0.1; D: 8
4	O=C(NN=C1CCCCC1)c1ccccc1I
  A: 0.1; B: -6; C: 1.7; D: 18
5	CCCCC[C@H](O)/C=C/[C@H]1OC(O)C[C@H](O)[C@@H]1CCCCCCC(=O)O (stereo not given in full)
  A: nt; B: nt; C: 2.5; D: -9
6	COc1ccc(CNc2c(-c3ccc(O)cc3)nc3cnccn23)cc1
  A: 0.0; B: 4; C: 0.1; D: -4
7	CCN(CC)C(=O)c1ccc2nc(NC(=O)c3ccc(C(=O)OC)cc3)sc2c1
  A: 1.7; B: -1; C: -1.1; D: 4
8	COc1ccc(N2C(=O)c3ccc(C(=O)OC4CCCCC4)cc3C2=O)cc1
  A: 0.0; B: -8; C: 0.7; D: -6
9	CCc1c(C)sc(NC(=O)/C=C/c2c(F)cccc2Cl)c1C(N)=O
  A: 0.9; B: -30; C: 0.3; D: 15
10	COc1ccc(CCNC(=O)CCc2c(C)nc3nc[nH]n3c2=O)c(OC)c1
  A: 0.9; B: -8; C: 0.7; D: 9
11	Cn1ccnc1SCC(=O)Nc1nc2ccccc2s1
  A: 0.1; B: -42; C: 1.4; D: 2
12	CCOC(=O)C(C)Sc1ccc2nnc(-c3ccccc3)n2n1 (stereo not given)
  A: 0.0; B: -20; C: 0.0; D: -3
13	CCc1ccc2oc(-c3cccc(NC(=O)c4ccc(OC)c([N+](=O)[O-])c4)c3)nc2c1
  A: -0.1; B: 1; C: 0.9; D: 1
14	CCOC(=O)c1nc(Nc2cc(C)ccc2OC)c2c3c(sc2n1)CCCC3
  A: 0.6; B: 3; C: -0.1; D: 17
15	COc1ccc(/C=N/NC(=O)C(C)Oc2ccc(Cl)cc2)cc1 (stereo not given)
  A: -0.1; B: -2; C: 0.6; D: -3
16	CCOC(=O)N1CCN(CC(O)COc2ccc(C)c(C)c2)CC1 (stereo not given)
  A: 0.1; B: -3; C: -1.0; D: 11
17	CCc1ccc(N2C(=O)C(Cl)=C(Nc3ccccc3F)C2=O)cc1
  A: -0.3; B: 16; C: -1.6; D: 9
18	COc1ccc(N2C(=O)CCC(C(=O)NCCN(C)C)C2c2ccc(F)cc2)cc1 (stereo not given)
  A: -0.1; B: 2; C: -0.3; D: -9
19	N/C(=N\O)c1ccc(NC(=O)C2CC2)cc1
  A: 0.2; B: 4; C: -3.8; D: 19
20	CC(/C=C/C=C/c1ccccc1)=N\NC(=O)Cc1ccccc1
  A: -0.1; B: -9; C: -2.0; D: 4
21	CCN(CC)C(=O)C1CCCN(c2ncnc3c2c(-c2ccccc2)cn3-c2cccc(Cl)c2)C1 (stereo not given)
  A: 0.1; B: -13; C: 0.3; D: 12
22	S=c1nc(COc2ccc(Cl)cc2)[nH][nH]1
  A: -0.1; B: -10; C: -0.3; D: -1
23	COc1cccc(C2C3CN(Cc4ccccc4)CC=C3C(C(=O)O)=C(N)C2(C#N)C#N)c1 (stereo not given)
  A: 0.0; B: -6; C: -0.8; D: 24
24	O=C(NCCOc1ccccc1)C1CCN(c2ccc(NCc3cccnc3)nn2)CC1
  A: 0.2; B: -8; C: -1.7; D: 16
25	N#C/C(=C\c1ccc(N2CCCCC2)c([N+](=O)[O-])c1)c1nn(-c2ccccc2)c(N)c1C#N
  A: -0.1; B: -7; C: -0.1; D: -8
26	C=CCOC(=O)C1=C(C)NC(=S)NC1c1ccc(Br)cc1 (stereo not given)
  A: 0.0; B: 20; C: -0.5; D: 10
27	COc1cccc(CN2CCN(Cc3cn[nH]c3-c3ccccc3)CCC2=O)c1
  A: -0.2; B: -2; C: -0.3; D: -4
28	Cc1cccc(NC(=O)CN2CCC(NC(=O)Nc3ccc(C(C)C)cc3)CC2)c1C
  A: -0.3; B: 3; C: -0.1; D: -27
29	COCCNC(=O)CCC1CCN(C(=O)c2cccc(-c3ncc[nH]3)c2)CC1
  A: -0.1; B: 1; C: 1.4; D: -4
30	O=C(c1cccnc1)N1CCC(c2[nH]ncc2-c2ccccc2)CC1
  A: -0.1; B: -3; C: -0.4; D: 6
31	Cc1ccc(O)c(NC(=O)CCS(=O)(=O)c2nc(-c3ccc4c(c3)OCO4)cc(C(F)(F)F)n2)c1
  A: 0.1; B: -15; C: 2.0; D: 7
32	CCOc1ccccc1CN1CCNC(=O)C1CC(=O)NC1Cc2ccccc2C1 (stereo not given)
  A: 0.0; B: 1; C: 0.7; D: -4
33	CCC(C(=O)Nc1ccc(S(=O)(=O)N2CCCCC2c2cccnc2)cc1)c1ccccc1 (stereo not given)
  A: -0.1; B: 16; C: -0.4; D: 3
34	Cc1cc(C)c2cc(C#N)c(NCCCNC(=S)NCCCN(C)C)nc2c1
  A: -0.2; B: -2; C: 1.4; D: 17
35	COc1cc2oc3cc(OC)c(OC)c(CC=C(C)C)c3c(=O)c2c(OC)c1CC=C(C)C
  A: -0.1; B: -18; C: -0.4; D: -2
36	COc1ccc(-c2cnnn2-c2ccc(NC(=O)c3ccco3)cc2)cc1OC
  A: 0.2; B: -23; C: 1.0; D: 9
37	CC(=O)Nc1ccc(S(=O)(=O)NCC(=O)OCC(=O)Nc2c(F)cccc2F)cc1
  A: 0.0; B: 5; C: 0.5; D: 11
38	O=C(NCCc1ccccc1)c1nn2cccnc2c1Cl
  A: 0.2; B: -22; C: 1.2; D: 18
39	CC(C)(C)OC(=O)N1CC=C2C(C1)C(c1ccc(Cl)s1)C(C#N)=C(N)C2(C#N)C#N (stereo not given)
  A: 0.3; B: 1; C: -0.8; D: 5
40	Cc1ccccc1C1C2=C(CCCC2=O)N(C)C2=C1C(=O)CCC2
  A: 1.2; B: 2; C: 0.5; D: 7
41	COCCNC(=O)/C(C#N)=C/c1ccc(-c2ccc(S(=O)(=O)N3CCOCC3)cc2)o1
  A: 0.1; B: 13; C: 0.6; D: 8
42	C=CCn1c(SCC(N)=O)nc2ccccc2c1=O
  A: -0.1; B: 8; C: 1.2; D: 2
43	CCc1cc2c(=O)c(-c3ccc4c(c3)OCCO4)c(C)oc2cc1O
  A: 0.1; B: 2; C: -0.3; D: -6
44	CCN(CC)CCCNC(=O)COc1cc(=O)n(C)c2ccccc12
  A: 0.1; B: -11; C: 0.0; D: -12
45	CC(=O)Nc1c(C(C)C)cccc1C(C)C
  A: 0.0; B: 8; C: -1.7; D: -9
46	O=C(N/N=C\c1ccc(OCc2ccccc2)cc1)c1ccccn1
  A: -0.1; B: -30; C: -3.6; D: 7
47	COc1cc(NC(=O)/C=C/c2ccc(Cl)cc2)c(OC)cc1Br
  A: -0.2; B: -5; C: 1.4; D: 3
48	CC1(C)CC(=O)c2cc(C(=O)NCCCN3CCOCC3)c(=O)n(-c3ccccc3)c2C1
  A: 0.7; B: -6; C: -1.9; D: 11
49	COC(=O)c1ccc(N2C(=O)NC(=O)/C(=C\c3cccc(OC)c3)C2=O)cc1
  A: -0.1; B: 0; C: 0.7; D: -7
50	O=C(COc1ncnc2cc([N+](=O)[O-])ccc12)c1ccc(F)c(F)c1
  A: -0.2; B: -1; C: 1.9; D: 5

Remaining list, next part
Short forms – A = FBW7 activator; B = TEAD-YAP inh; C = GPR151 activ; D = MITF inh
51	CCCC1=C(C(=O)OCC)C(c2ccc(OC)c(CSc3ccccn3)c2)C(C#N)=C(N)O1 (stereo not given)
  A: 0.7; B: 7; C: -1.8; D: 7
52	O=C1/C(=C\c2ccc3c(c2)OCO3)NC(=S)N1c1ccccc1
  A: 0.0; B: -15; C: -1.4; D: 5
53	O=C(Nc1cccc(-c2nc3ccccc3[nH]2)c1)Nc1c(F)cccc1F
  A: 0.2; B: -43; C: -0.4; D: 3
54	Cc1cccc(NC(=O)C(=O)Nc2cccc(C)c2)c1
  A: -0.2; B: -43; C: -5.5; D: -16
55	CC(=O)Nc1ccc2nc(Nc3nc4c(F)cc(F)cc4s3)sc2c1
  A: 0.1; B: -25; C: 2.6; D: 2
56	CC1CCCN(c2nc3c(c(=O)[nH]c(=O)n3C)n2CCSc2ncccn2)C1 (stereo not given)
  A: 0.0; B: -6; C: -0.2; D: 3
57	O=C(Nc1ccc(F)cc1F)C1c2ccccc2Oc2ccccc21
  A: 0.0; B: -2; C: 0.0; D: -6
58	CCOc1ccc(C(=O)NCCN(C)C)cc1OCC
  A: 0.3; B: 10; C: 0.6; D: 4
59	CC(C)Oc1ccccc1/C=C(\C#N)C(=O)Nc1sc2c(c1C(N)=O)CCCC2
  A: 0.0; B: -3; C: 4.4; D: -11
60	Clc1ccc(Nc2c(-c3ccc(N4CCOCC4)cc3)nc3cnccn23)cc1
  A: 1.1; B: -7; C: -0.7; D: 3
61	COc1cc(-c2nnn(CC(=O)N3CCOCC3)n2)cc(OC)c1OC
  A: 0.0; B: 2; C: -0.5; D: -4
62	O=C(Nc1nc2ccccc2s1)c1ccc(Cl)cc1Cl
  A: -0.1; B: 81*; C: -8.2; D: -7
63	Cc1cccc(NC(=O)CCNc2c(N3CCCC3)c(=O)c2=O)n1
  A: -0.1; B: -2; C: -1.7; D: -12
64	O=C(O)/C(=C/C(=O)c1ccc(F)cc1)Nc1ccc2c(c1)COC2=O
  A: -0.4; B: -49; C: -0.8; D: 3
65	O=C(CC1Oc2ccccc2NC1=O)NCc1ccc(F)cc1 (stereo not given)
  A: 0.4; B: 3; C: 0.2; D: 17
66	C=C(C)COc1ccc2c3c(c(=O)oc2c1)CCC3
  A: -0.1; B: -18; C: -0.5; D: -6
67	COc1cccc(N2C(=O)/C(=C/c3ccc(OC)c(O)c3)C(=O)NC2=S)c1
  A: 0.6; B: 2; C: 0.7; D: 11
68	CCOc1ccc(C(=O)N2CCc3cc(OC)c(OC)cc3C2COc2ccc([N+](=O)[O-])cc2)cc1 (stereo not given)
  A: -0.1; B: 9; C: 0.1; D: -1
69	O=C1CSC(c2ccccc2)N1c1cccc(Cl)c1 (stereo not given)
  A: 0.1; B: 2; C: -0.7; D: 7
70	CCCC(CCC)=C(C#N)C(=O)OCC
  A: 0.5; B: -2; C: 0.9; D: 11
71	COc1ccc(-c2nc(NC(=O)c3[nH]c(C)c(C(C)=O)c3C)sc2C)cc1
  A: 0.1; B: 2; C: -1.2; D: 16
72	Cc1c[nH]c(=O)c([N+](=O)[O-])c1
  A: 0.0; B: -13; C: 0.6; D: -3
73	COc1ccc([N+](=O)[O-])cc1Nc1ncnc2c1nc1n2CCCCC1
  A: -0.1; B: -8; C: -0.2; D: 1
74	CCN=C(Nc1ccc2c(c1)OCO2)SC1CC(=O)N(c2ccc(OCC)cc2)C1=O (stereo not given)
  A: 0.0; B: 2; C: 0.6; D: 14
75	CCOc1ccccc1C1N=C(c2ccc3c(c2)OCO3)CC(c2ccccc2O)N1 (stereo not given)
  A: -0.1; B: -55; C: -2.3; D: 16

Random excerpt: two compounds from above.
Short forms – A = FBW7 activator; B = TEAD-YAP inh; C = GPR151 activ; D = MITF inh
52	O=C1/C(=C\c2ccc3c(c2)OCO3)NC(=S)N1c1ccccc1
  A: 0.0; B: -15; C: -1.4; D: 5
67	COc1cccc(N2C(=O)/C(=C/c3ccc(OC)c(O)c3)C(=O)NC2=S)c1
  A: 0.6; B: 2; C: 0.7; D: 11

Complete entries as entered above. Order of screens: FBW7 activator | TEAD-YAP inh | GPR151 activ | MITF inh
Record of O=C(O)/C(=C/C(=O)c1ccc(F)cc1)Nc1ccc2c(c1)COC2=O : -0.4 | -49 | -0.8 | 3
Record of Cc1cccc(NC(=O)C(=O)Nc2cccc(C)c2)c1 : -0.2 | -43 | -5.5 | -16
Record of Cc1cccc(NC(=O)CCNc2c(N3CCCC3)c(=O)c2=O)n1 : -0.1 | -2 | -1.7 | -12
Record of O=C(Nc1nc2ccccc2s1)c1ccc(Cl)cc1Cl : -0.1 | 81* | -8.2 | -7

(list continues)
Short forms – A = FBW7 activator; B = TEAD-YAP inh; C = GPR151 activ; D = MITF inh
76	CC(=O)NCC(=O)NC(C(=O)Nc1ccc2c(c1)OCO2)c1ccccc1 (stereo not given)
  A: -0.2; B: -6; C: 1.3; D: 6
77	COc1cccc(-c2nc(COC(=O)c3nnn(-c4ccc(C)c(C)c4)c3C)c(C)o2)c1OC
  A: 0.2; B: 3; C: 0.7; D: 20
78	N#Cc1ccccc1OCC(=O)C12CC3CC(CC(C3)C1)C2
  A: 0.1; B: -2; C: 0.9; D: -5
79	CN(C(=O)c1ccc(Cl)cc1)C1CCS(=O)(=O)C1 (stereo not given)
  A: -0.1; B: 2; C: -0.4; D: 3
80	O=C(Oc1ccc(OCc2ccccc2)cc1)c1cccc(Br)c1
  A: 0.3; B: 6; C: 1.5; D: -9
81	O=C(CN1CCCC(c2nc3ccccc3[nH]2)C1)NCc1ccccc1Cl (stereo not given)
  A: -0.3; B: 11; C: -0.7; D: -1
82	Cc1nc(C(=O)N2CCC3(CC2)CC3C(=O)N2CCN(Cc3cccs3)CC2)cs1 (stereo not given)
  A: 0.0; B: 15; C: -0.8; D: 8
